Bioassay records from PubChem BioAssay.
LmPK inhibitor: LmPK (Leishmania mexicana) enzyme inhibition | Q27686 | 290,000 tested, 0.37% active | Potency, µM (doses to about 57.5 µM), for the others: top-dose activity change, negative = inhibition, hits mostly inhibitors | purified LmPK, Kinase-Glo ATP luminescence, 1 h | AID 1721
Target sequence (Q27686 whole entry, looked up): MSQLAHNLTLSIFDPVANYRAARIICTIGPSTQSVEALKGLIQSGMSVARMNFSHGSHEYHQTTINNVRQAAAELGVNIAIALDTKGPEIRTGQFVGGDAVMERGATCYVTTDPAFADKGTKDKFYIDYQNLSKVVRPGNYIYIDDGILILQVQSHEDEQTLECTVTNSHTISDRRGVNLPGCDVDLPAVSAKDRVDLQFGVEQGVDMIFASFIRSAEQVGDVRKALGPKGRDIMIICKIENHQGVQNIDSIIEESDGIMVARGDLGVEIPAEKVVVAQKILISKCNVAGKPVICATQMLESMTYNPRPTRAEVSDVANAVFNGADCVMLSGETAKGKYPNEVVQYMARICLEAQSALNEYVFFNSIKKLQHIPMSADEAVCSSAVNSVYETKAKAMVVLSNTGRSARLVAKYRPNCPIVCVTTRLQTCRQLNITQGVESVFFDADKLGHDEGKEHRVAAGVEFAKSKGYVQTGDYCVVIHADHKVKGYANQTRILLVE
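Kinase-Glo luminescence read after 1 h RT reaction of 0.1 nM LmPK with 0.5 mM PEP and 0.1 mM ADP. Activity scaled between uninhibited and enzyme-free controls.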
HCV inhibitor: HCV inhibition; 340,000 tested, 3.4% active; Potency, µM (titrated, usually from 41.8 µM), without a hit: at the highest dose activity change, negative = inhibition, usual class: inhibitors; Huh7.5.1 HCVcc-Cre infection, luciferase reporter, 44 h
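Antiviral activity was scored by luciferase reporter output from cells infected with HCVcc-Cre (~0.5 moi) in presence of compound, 44 h infection period, cells seeded 1,000/well 4 h prior.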
Pf growth 96h: inhibits malaria parasite growth, 96 h | P. falciparum luciferase reporter growth, 96 h | Potency, µM (titrated, usually from 28.7 µM), inactives show at the highest dose activity change, negative = inhibition, hits mostly inhibitors | 320,000 tested, 6.9% active | AID 504834
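Luminescence readout: decreased luciferase signal marks inhibited growth of reporter-expressing P. falciparum in infected red cells (2% hematocrit, 0.05% parasitemia final), exposed to compound two generations (96 h, 37 C, 5% CO2).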
TbPYK inhibitor: inhibitors of Trypanosoma brucei pyruvate kinase | AID 624173 | Potency, µM (series often up to 76.8 µM), for inactives: top-dose activity, negative = inhibition, actives largely listed as inhibitors | 410,000 tested, 0.12% active | TbPYK enzyme, Kinase-Glo Plus ATP luminescence, 45 min; note: nearly all actives have a fitted effect of over 50% in size
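Readout: single end-point luminescence (Kinase-Glo Plus, 10 min). Reaction conditions were TbPYK/substrate plus 130 uM ADP, 45 min at RT, pH 7.2 TEA buffer. No-enzyme wells served as controls, and data were normalized before concentration-response fitting.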
Pf growth 48h: inhibits P. falciparum growth in the first generation, 48 h; P. falciparum luciferase growth in erythrocytes, 48 h; Potency, µM (titrated, usually from 28.7 µM), for inactives: at the top dose activity change, negative = inhibition, hits mostly inhibitors; 310,000 tested, 5.9% active
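Luciferase-expressing parasites in RBCs, 2% Hct / 0.1% parasitemia final; RPMI 1640 + 0.5% Albumax; 37 C, 5% CO2, one generation; luminescence read-out, lower signal = inhibition.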
Sm TGR inh: inhibitors of Schistosoma mansoni thioredoxin glutathione reductase; Q962Y6; purified TGR, DTNB reduction, TNB absorbance 405 nm; Potency, µM (titrated, usually from 114 µM), inactives show at the highest dose activity change, negative = inhibition, actives largely listed as inhibitors; 360,000 tested, 3% active; AID 485364; note: nearly all actives have a fitted effect of over 60% in size
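TGR 20 nM + NADPH 100 uM (dispensed conc.), cpd preinc 15 min RT; start with NADPH (500 uM addition) then DTNB (15 mM addition). Kinetic TNB absorbance, 405 nm filter. Four-parameter Hill fit across titration.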
* hit, by the source's call; ? = inconclusive; / = not tested or not shown; & = joins results of further samples; [ ] = another dose, or the depositor's remark. Calls come from the whole dose curve; as a rule, active = well fitted curve in the direction sought with a large enough effect; inconclusive = small, poorly fitted or top-dose-only effect, or another doubt; inactive = no such curve, though single readings can be large; an effect the other way counts as inactive or inconclusive. % is set by controls: 0 for no effect and ±100 for the full control effect; potency is the fitted concentration of half-maximal effect.

SMILES	LmPK inhibitor	HCV inhibitor	Pf growth 96h	TbPYK inhibitor	Pf growth 48h	Sm TGR inh
CCCCNc1c(N)n(CCCC)c(=O)[nH]c1=O	2%	0%	?	/	?	6%
CCn1c(SCc2ccc(Cl)cc2Cl)nc2nc3c(cc2c1=O)CCCC3	3%	-20%	?	2%	?	-18%
O=C(CSc1nc2ccccc2[nH]1)NCc1ccc2c(c1)OCO2	0%	-2%	4.1µM*	2%	16%	6%
CCn1c(SCC(=O)N(C)C2CCCCC2)nc2cc(S(N)(=O)=O)ccc21	/	-7%	?	-5%	-21%	-3%
COC(=O)Cc1c(C)nc2nc(-c3cccnc3)[nH]n2c1=O	1%	2%	/	2%	39%	-3%
Cc1ccc(-c2cc(C(=O)NCCCN3CCOCC3)c3ccccc3n2)cc1	/	-4%	?	-3%	?	0%
Nc1cccc(-c2nc3ccc(C(=O)c4ccccc4)cc3[nH]2)c1	-5%	?	-5%	0%	94%[activator]	8%
Cc1ccc(SCC(=O)OCC(=O)NCCC2=CCCCC2)cc1	/	40%[activator]	7%	2%	?	8%
CCOc1ccc(CCNC(=O)CCn2nc(C)c3c(C)n(-c4ccccc4)nc3c2=O)cc1	11%	?	2%	6%	?	-12%
COC(=O)c1ccccc1NC(=O)C1CC(=O)N(c2ccccc2)C1 (stereo not given)	1%	4%	?	2%	9%	-9%
CC(=O)Nc1ccc(S(=O)(=O)NCC(=O)OCc2ccccc2)cc1	2%	36%[activator]	3%	0%	9%	-4%
Cn1c(=O)c2ccccc2n(Cc2ccccc2F)c1=O	2%	-8%	?	1%	-3%	-10%

Next results
SMILES	LmPK inhibitor	HCV inhibitor	Pf growth 96h	TbPYK inhibitor	Pf growth 48h	Sm TGR inh
CC1(C)NC(=O)N(CCCCOc2ccccc2[N+](=O)[O-])C1=O	1%	/	?	/	12%	/
CCCCN(C)C(=O)C1CCN(Cc2cccc(OCc3ccccc3)c2)CC1	0%	?	1%	-17%	62%[activator]	-9%
O=C(N/N=C\c1cc2c(cc1Cl)OCO2)c1ccc(Br)s1	4%	9%	19%	0%	9%	4%
CCOC(=O)c1[nH]c2ccc(OC)cc2c1NC(=O)CCN1CCC(C)CC1	-3%	-2%	?	-2%	/	31%
C=C(C)CN(CC)C(=O)CC1C(=O)NCCN1CC(C)(C)C (stereo not given)	4%	15%	15%	3%	-10%	40µM*
Cc1cc(C(=O)CSc2nnnn2-c2ccc(O)cc2)c(C)n1C	0%	-24%	-14%	7%	6%	-22%
CC(=O)c1ccccc1NC(=O)COC(=O)/C=C/c1ccc(C)o1	2%	?	24%	-1%	-2%	-11%
COc1ccc(S(=O)(=O)N(C)CC(=O)NCCCN2CCOCC2)cc1Cl	2%	1%	28%	2%	22%	2%
N/C(=N\OC(=O)C1CCCCC1)c1ccccn1	14µM*	2%	196%[activator]	-27%	112%[activator]	-22%
Cc1nnc(Oc2ccc([N+](=O)[O-])cc2)c2ccccc12	11%	-2%	40%[activator]	-1%	67%[activator]	10%
COc1cc2nc(NCC3CCCO3)n3nc(-c4cccnc4)nc3c2cc1OC (stereo not given)	-1%	-16%	?	4%	/	3%
COc1ccccc1NC(=O)CN(C)S(=O)(=O)c1ccc(F)cc1	-9%	13%	0%	-5%	2%	1%

Next part
SMILES	LmPK inhibitor	HCV inhibitor	Pf growth 96h	TbPYK inhibitor	Pf growth 48h	Sm TGR inh
CCOC(=O)c1cc2c(nc1NC(=S)Nc1ccccc1)CC(C)(C)OC2	6%	-12%	10µM*	-2%	-13%	-3%
Cc1ccc(C(=O)NC(=S)N2CCCCCC2)cc1	/	-1%	?	-9%	-21%	-1%
CC1=NC(Nc2nc(C)c3ccccc3n2)=NC(C)(C)C1	1%	?	?	0%	?	25µM*
CCN(CC)S(=O)(=O)c1ccc(NCC2COc3ccccc3O2)c([N+](=O)[O-])c1 (stereo not given)	3%	?	?	-5%	?	-2%
COc1ccc(/C=C(\C#N)C(=O)OCC(=O)NC2CC2)cc1	-1%	10%	-6%	6%	?	6%
CN1CCN(Cc2nc3cc(NC(=O)COc4ccc([N+](=O)[O-])cc4)ccc3n2C)CC1	-7%	-19%	-18%	2%	?	1%
O=C(Nc1cccc2ccccc12)N(CCO)C1CCS(=O)(=O)C1 (stereo not given)	2%	3%	5%	4%	29%	-6%
CCCNC(=S)NC1CC2CCCC(C1)N2Cc1ccc(F)cc1 (stereo not given)	2%	-25%	?	7%	?	-31%
CCOc1ccc(CCNC(=O)C(C)n2nc(C)n3c(cc4occc43)c2=O)cc1OCC (stereo not given)	0%	-20%	13%	0%&1%	-8%	0%
O=C(CSc1nnnn1C1CC1)N1CCN(c2ccc(O)cc2)CC1	/	6%	?	1%	?	-27%
N#Cc1c(N)nc2c(c1N)CC(C(F)(F)F)O2 (stereo not given)	6%	-3%	8%	3%	22%	14%
CCOc1ccc(NC(=O)CCS(=O)(=O)c2cccc3nsnc23)cc1	-4%	4%	/	2%	-1%	-28%

(continued)
SMILES	LmPK inhibitor	HCV inhibitor	Pf growth 96h	TbPYK inhibitor	Pf growth 48h	Sm TGR inh
CN1c2ccccc2C(O)=C(C(=S)Nc2ccc(Cl)cc2)S1(=O)=O	2%	21%	-31%	3%	?	-17%
CC(=O)C(Sc1nc(NC(C)(C)C)nc(N(C)C)n1)C(C)=O	13%	-3%	-8%	-1%	-13%	?
CCCCNC(=O)c1cc2c(=O)n3cccc(C)c3nc2n(CCN2CCOCC2)c1=N	0%	-33%	?	1%	3.7µM*	1%
CC1(C)CC2CC(C)(CN2/C=N/c2sc3c(c2C#N)CC(C)(C)NC3(C)C)C1 (stereo not given)	-6%	?	?	-2%	?	27%
CCNC(=S)N(Cc1ccc2c(c1)OCO2)C1CC(=O)N(c2ccc(F)cc2)C1=O (stereo not given)	5%	5%	?	-2%	9.3µM*	-1%
Nc1ccnc(C(F)(F)F)c1C(=O)c1ccccc1	-3%	3%	?	2%	-11%	3%
CC(C)NC(=O)c1ccccc1NC(=O)CCc1ccccc1	4%	?	-8%	-11%	-17%	2%
CC1(C)CC(=O)C(C=NCC2CCN(C(=S)Nc3cccc(Cl)c3)CC2)=C(O)C1	1%	-28%	9%	-4%	-9%	-21%
COCCN(C(=O)COC(=O)CCc1ccccc1OC)c1c(N)n(Cc2ccccc2)c(=O)[nH]c1=O	/	-3%	9%	8%	-13%	0%
O=S(=O)(c1cccc(-c2csc(-c3ccccc3)n2)c1)N1CCOCC1	1%	?	?	-10%	?	5%
COc1ccc(C2CC(c3cccc(Cl)c3)n3nc(N)nc3N2)cc1 (stereo not given)	1%	-13%	9.3µM*	-4%	10%	-1%
CC(=O)c1ccc(NC(=O)COC(=O)c2c[nH]c3ccccc23)cc1	/	?	7%	-6%	0%	-4%

(more compounds)
SMILES	LmPK inhibitor	HCV inhibitor	Pf growth 96h	TbPYK inhibitor	Pf growth 48h	Sm TGR inh
Oc1ccccc1C1=Nc2ncnn2C(c2ccccc2)C1 (stereo not given)	9%	?	7%	-3%	1%	?
Cc1cc(C)cc(OCc2nnc(SCC(=O)OC3CCCCC3)o2)c1	-2%	8%	/	-4%	13%	-34%
CC1CN(S(=O)(=O)c2ccc(NC(=O)CCN3C(=O)c4ccccc4C3=O)cc2)CC(C)O1 (stereo not given)	5%	10%	-2%	5%	-1%	-1%
N#Cc1cccc(NC(=O)C2SC(=Nc3ccccc3)C(C(=O)N3CCOCC3)=C2N)c1 (stereo not given)	2%	-1%	-29%	-3%	?	2%
COC(=O)c1ccc(CSc2nc3ccc(S(=O)(=O)N4CCOCC4)cc3[nH]2)cc1	-2%	10%	?	-5%	?	-3%
O=S(=O)(NC1CCCC1)c1cc(F)ccc1F	-8%	11%	?	0%	?	-5%
COc1ccc(S(=O)(=O)N2CC(C)N(S(=O)(=O)c3ccc(OC)cc3)CC2C)cc1 (stereo not given)	1%	4%	/	4%	-9%	0%
COC(=O)C(=O)N1CC2(C)CNCC(C)(C1)C2=O	6%	-2%	-62%	-15%	48%[activator]	-1%
CCn1nc(C)cc1C(=O)N1CCCC(CCC(=O)NCc2ccccc2F)C1 (stereo not given)	4%	-6%	?	-3%	11%	2%
CCCn1c(C)cc(/C=C(\C#N)C(=O)O)c1C	-1%	9%&0%	-9%	7%	12%	5%
CC1(C(=O)NC(=S)N(CCC#N)Cc2cccnc2)CC1(Cl)Cl (stereo not given)	-1%	/	-15%	/	-10%	6%
Cc1sc2ncnc(N3CCC(C(=O)Nc4nc(-c5cccs5)cs4)CC3)c2c1C	/	?	10µM*	7%	?	-21%

Reformatted: results already given.
Values in the order: LmPK inhibitor	HCV inhibitor	Pf growth 96h	TbPYK inhibitor	Pf growth 48h	Sm TGR inh
CC1CN(S(=O)(=O)c2ccc(NC(=O)CCN3C(=O)c4ccccc4C3=O)cc2)CC(C)O1 (stereo not given)
    5%	10%	-2%	5%	-1%	-1%
COC(=O)C(=O)N1CC2(C)CNCC(C)(C1)C2=O
    6%	-2%	-62%	-15%	48%[activator]	-1%

Arranged by SMILES length (descending): 5 of the compounds above
SMILES	LmPK inhibitor	HCV inhibitor	Pf growth 96h	TbPYK inhibitor	Pf growth 48h	Sm TGR inh
CC1CN(S(=O)(=O)c2ccc(NC(=O)CCN3C(=O)c4ccccc4C3=O)cc2)CC(C)O1 (stereo not given)	5%	10%	-2%	5%	-1%	-1%
COc1ccc(S(=O)(=O)N2CC(C)N(S(=O)(=O)c3ccc(OC)cc3)CC2C)cc1 (stereo not given)	1%	4%	/	4%	-9%	0%
Cc1sc2ncnc(N3CCC(C(=O)Nc4nc(-c5cccs5)cs4)CC3)c2c1C	/	?	10µM*	7%	?	-21%
CC1(C(=O)NC(=S)N(CCC#N)Cc2cccnc2)CC1(Cl)Cl (stereo not given)	-1%	/	-15%	/	-10%	6%
Oc1ccccc1C1=Nc2ncnn2C(c2ccccc2)C1 (stereo not given)	9%	?	7%	-3%	1%	?

(more compounds)
SMILES	LmPK inhibitor	HCV inhibitor	Pf growth 96h	TbPYK inhibitor	Pf growth 48h	Sm TGR inh
Cc1ccc(Nc2cc(C)c(O)c(C)c2)cc1	1%	12%	?	?	-5%	?
CSc1sc(C(=O)NNC(=O)c2ccc(Cl)cc2)c2c1C=CCC2	6%	-2%	-3%	-11%	-8%	-23%
Cc1sc2ncnc(OCC(=O)NCC3CCCO3)c2c1C (stereo not given)	0%	15%	10%	-1%	8%	4%
CC(C)(CC(=O)O)CC(=O)N1CCCN(c2nccc(C(F)(F)F)n2)CC1	3%	6%	0%	-3%	-2%	-11%
CC(C)NC(=O)Cn1c(=O)c2c(ncn2Cc2ccccc2)n(Cc2ccccc2)c1=O	4%	8%	/	-2%	-16%	-6%
O=C(C1CCN(c2nnc(-n3cccc3)s2)CC1)N1CCOCC1	-2%	7%	12%	1%	11%	4%
CNC(=O)CSc1nc2ccccc2c(=O)n1CCc1ccccc1	0%	-9%	?	8%	-9%	19%
COc1cc(/C=C/C(=O)OCC(=O)N2CCC(Cc3ccccc3)CC2)ccc1O	0%	?	?	-3%	-21%	-1%
Cc1cc(OCc2cc(C(=O)NC(C)c3c(C)nn(C)c3C)no2)cc(C)c1Cl (stereo not given)	-8%	11µM*	?	-7%	-21%	-12%
COc1ccc(OC)c(N=CC2=C(O)CC(C)(C)CC2=O)c1	1%	11%	/	-9%	7%	-3%
CCn1c(=O)cc(N2CCN(Cc3ccccc3)CC2)[nH]c1=O	-5%	13%	-10%	-8%	-5%	-17%
O=C(NC1CC2CCC(C1)N2Cc1ccccc1)c1cccc(F)c1 (stereo not given)	-3%	11%	-28%	0%	-5%	-4%
Cc1c(NC(=O)C(C)OC(=O)Cc2ccc(F)cc2)c(=O)n(-c2ccccc2)n1C (stereo not given)	/	18%	0%	1%	-6%	0%
C=CCSc1nc(N)c2c(C)c(C)sc2n1	8%	-29%	-3%	4%	31%[activator]	0%
